# Shn3 3UTR inh – Schnurri-3 reporter inhibition in Clone20 osteoblasts; inhibition, % at 12.5 µM; Clone20 osteoblast Shn3 3'UTR firefly luciferase, 24 h; 360,000 tested, 0.52% active; AID 588674;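 active = mean inhibition of at least 75% with every replicate also reaching 75%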;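 note: 0% = median of neutral control wells and 100% = pilot-screen positive control compound; some compounds past the cut are filed as inactive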
# TWEAK Fn14 block – inhibitors of TWEAK-Fn14 interaction signaling; 360,000 tested, 2% active; inhibition, % at 10 µM; TWEAK-stimulated Fn14 reporter cells, luciferase luminescence, 8 h; in the data active = inhibition above about 50%
# HIF-2a inh – inhibitors of HIF-2a. inhibition, % at 18.8 µM. 360,000 tested, 0.72% active. 786-0 RCC cells HIF-2a reporter, luciferase luminescence, overnight. AID 624352;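 active = inhibition of the luminescence signal of 40% or more relative to plate controls, in a single-dose primary screen at 18.75 µM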
# CF NFkB inh – blocks PAF-induced NF-kB reporter in cystic fibrosis cells | 360,000 tested, 0.86% active | KKLEB NF-kB-GFP reporter, GFP fluorescence overnight | inhibition, % at 5 µM | AID 588850;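 active = at least 50% inhibition at 5 µM, scaled per plate between neutral and stimulator controls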;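 note: PAF is a Pseudomonas aeruginosa culture filtrate used as stimulus; plate controls were PAF-stimulated DMSO wells for no effect and unstimulated DMSO wells for full effect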
# KKLEB tox – counter-screen for CF NF-kB inhibitors: cytotoxicity. KKLEB CF airway cells viability, ATPlite luminescence, overnight; stronger effect = lower value; cells stimulated with P. aeruginosa culture filtrate. activity change (cytotoxicity), % at 5 µM. 360,000 tested, 0.36% active. AID 602141;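 active = corrected activity change at or below -50% at 5 µM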
# NR2E3 ag-1 – human photoreceptor-specific nuclear receptor agonism. Q9Y5X4. CHO-S Gal4-NCOR/VP16-NR2E3 two-hybrid, luciferase. inhibition of corepressor binding, % at 3.98 µM. 360,000 tested, 0.35% active. AID 602229;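 active = inhibition above the mean of all tested compounds plus 3 SD, cut at about 70% in these data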;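 note: 0% = DMSO with NR2E3 transfected cells and 100% = cells lacking NR2E3 construct; higher means lower luciferase signal from less NR2E3 corepressor binding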
# Target sequence (Q9Y5X4 whole entry, looked up, the tested form may be a part): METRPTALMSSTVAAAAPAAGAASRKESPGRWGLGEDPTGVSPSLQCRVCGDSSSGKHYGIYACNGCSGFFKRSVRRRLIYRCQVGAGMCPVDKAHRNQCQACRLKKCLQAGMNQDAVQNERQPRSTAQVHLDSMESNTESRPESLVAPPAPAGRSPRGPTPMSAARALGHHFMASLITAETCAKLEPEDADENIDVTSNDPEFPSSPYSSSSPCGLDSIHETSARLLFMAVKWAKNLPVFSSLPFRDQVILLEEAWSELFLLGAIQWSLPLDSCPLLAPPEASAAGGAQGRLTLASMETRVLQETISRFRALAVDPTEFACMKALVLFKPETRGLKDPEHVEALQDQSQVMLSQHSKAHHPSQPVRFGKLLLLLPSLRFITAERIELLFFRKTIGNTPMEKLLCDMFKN
# aDG glyco up – increases alpha dystroglycan glycosylation; 360,000 tested, 0.22% active; AID 624168; activation, % at 10 µM; Pro5-aDG cells, alpha-DG glycosylation AlphaScreen (IIH6); 0% Pro5, 100% B10-LARGE cell signal;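 active = activation of at least 8% versus controls, or a plate z-score of at least 8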;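 note: Pro5 are CHO cells carrying HIG-tagged alpha-DG that lacks glycosylation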
# Peg3 promoter – inhibitors of Peg3 promoter | HeLa PEG-Prom luciferase reporter, luminescence, overnight | inhibition, % at 20 µM | 360,000 tested, 1.7% active | AID 588405;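 active = inhibition of at least 50% at 20 µM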
# hiPSC survival – increases survival of single human iPS cells | 360,000 tested, 0.044% active | hiPSC single-cell survival, ATPlite luminescence; 100% = ROCK inhibitor wells, 0% = DMSO | survival enhancement, % at 20 µM; in the data active = survival enhancement above about 18%;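 note: cells exposed to compounds for 16 hours before the ATP read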
# TRPM1 prom inh – reduces MITF-dependent TRPM1 promoter luciferase signal. SK-MEL-5 TRPM1 promoter luciferase, 24 h. inhibition, % at 12.5 µM. 330,000 tested, 0.83% active;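 active = mean inhibition across replicates of 60% or more, whatever share of single replicates reaches that level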; note: values of inactives mirror those of a sister screen read the other way
# NR2E3 ag-2 – activates human photoreceptor nuclear receptor NR2E3. Q9Y5X4. GST-NR2E3/biotin-RetCOR TR-FRET, 1536-well. inhibition of corepressor binding, % at 4.78 µM. 320,000 tested, 0.12% active. AID 2300;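 active = percent inhibition above the cutoff of mean plus 3 SD of all tested compounds, set per screening campaign, cut at about 20% in these data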;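 note: 0% = DMSO wells and 100% = biotin wells as full block of FRET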
#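 Format: 1536-well format; test system: GST-NR2E3 and biotin-RetCOR proteins; read-out basis: percent inhibition of TR-FRET ratio; timing: 5 h incubation at 4 °C; detection: time-resolved FRET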
# Active calls of the source: *; . = no result given.
1: COc1ccccc1NC(=O)C(C)NC(c1ccccc1)c1ccccc1 (stereo not drawn)
2: CN(Cc1ccccc1)C(=O)CSc1nc2c(c(C(F)(F)F)n1)CCc1ccccc1-2
3: Cc1ccc(NC(=S)NNC(=S)Nc2ccc(C)cc2)cc1
4: CCOc1cc(CNC)ccc1OCC(=O)NC(C)(C)C
5: Cc1csc(SCc2ccccc2C(=O)O)n1
6: O=S(=O)(NC1CCc2ccccc21)c1ccccc1 (stereo not drawn)

assay / entry,1,2,3,4,5,6
Shn3 3UTR inh,-8,8,14,-2,-9,-2
TWEAK Fn14 block,-5,15,-17,-16,-9,-18
HIF-2a inh,14,2,-96,12,16,7
CF NFkB inh,26,-4,-22,-10,-12,24
KKLEB tox,-10,3,0,10,3,-9
NR2E3 ag-1,-17,-9,-29,-17,-20,-18
aDG glyco up,-0.2,0.4,0.7,-0.2,-0.1,0.1
Peg3 promoter,24,21,4,0,-8,17
hiPSC survival,0.0,-2.1,-1.5,0.0,2.9,5.8
TRPM1 prom inh,11,12,-8,5,-14,.
NR2E3 ag-2,2,1,.,-1,-1,.

# Overlap with the part before: two entries; new compounds follow.
5: Cc1csc(SCc2ccccc2C(=O)O)n1
6: O=S(=O)(NC1CCc2ccccc21)c1ccccc1 (stereo not drawn)
7: COc1ccc(NC(=O)CN(C)C(=O)c2ccccc2OCC(=O)Nc2cccc(C(F)(F)F)c2)cc1
8: C/C(N)=C(/C#N)C(=O)COC(=O)C1CCN(S(=O)(=O)c2cccs2)CC1
9: Cn1c(Cn2c(=O)sc3ccccc32)nnc1SCC(=O)N1CCCCCC1
10: CC(C)c1cc(=O)[nH]c(N2CCN(Cc3ccc4c(c3)OCO4)CC2)n1
11: Cc1ccc(C(=O)O/N=C/c2c(N3CCOCC3)n(C)c3ccccc23)cc1
12: Cc1csc(NC(=O)c2ccc(OCC3CCCO3)cc2)n1 (stereo not drawn)

assay / entry,5,6,7,8,9,10,11,12
Shn3 3UTR inh,-9,-2,17,16,-4,-18,-12,-11
TWEAK Fn14 block,-9,-18,11,-8,6,18,-4,69*
HIF-2a inh,16,7,-11,5,15,18,-13,-23
CF NFkB inh,-12,24,-3,21,4,20,15,-3
KKLEB tox,3,-9,17,-15,-1,-11,8,-13
NR2E3 ag-1,-20,-18,-1,-7,4,1,-24,-92
aDG glyco up,-0.1,0.1,0.2,0.2,0.0,0.1,1.4,-0.1
Peg3 promoter,-8,17,-1,4,6,25,3,-57
hiPSC survival,2.9,5.8,0.0,-3.3,-1.0,-0.5,-0.1,-0.9
TRPM1 prom inh,-14,.,-8,-2,0,3,7,-14
NR2E3 ag-2,-1,.,9,.,-7,-2,-3,0

13: Cc1ccc(-c2nnn(CC(=O)N(Cc3ccccc3)C(C(=O)NC(C)(C)C)c3ccncc3)n2)o1 (stereo not drawn)
14: COc1ccc(C2=CC(=O)CC(c3ccccc3)C2)cc1 (stereo not drawn)
15: O=c1ccn(C2CCCCC2)c(=O)[nH]1
16: O=C(CCNS(=O)(=O)c1ccc(Br)cc1)NCc1ccc(Cl)cc1
17: Cc1ccc2c(c1)NC(=O)c1cccnc1N2
18: COc1cccc(CN2CC(C(=O)N3CCSCC3)CCC2=O)c1 (stereo not drawn)

assay / entry,13,14,15,16,17,18
Shn3 3UTR inh,31,-4,-2,19,-92,-18
TWEAK Fn14 block,17,-16,12,5,-7,-2
HIF-2a inh,6,-32,12,8,-252,-4
CF NFkB inh,-10,7,7,12,-1,-39
KKLEB tox,-2,-6,-3,-20,-8,29
NR2E3 ag-1,-17,12,6,-29,-106,-16
aDG glyco up,0.1,0.1,-0.2,-0.1,0.0,-0.1
Peg3 promoter,6,-11,15,11,-233,-2
hiPSC survival,3.1,-0.1,-0.6,-0.5,0.3,-1.3
TRPM1 prom inh,3,-4,.,-2,-43,.
NR2E3 ag-2,4,1,.,1,-10,.

# Among those listed so far, two contain an NH in an aromatic ring:
10: CC(C)c1cc(=O)[nH]c(N2CCN(Cc3ccc4c(c3)OCO4)CC2)n1
15: O=c1ccn(C2CCCCC2)c(=O)[nH]1

assay / entry,10,15
Shn3 3UTR inh,-18,-2
TWEAK Fn14 block,18,12
HIF-2a inh,18,12
CF NFkB inh,20,7
KKLEB tox,-11,-3
NR2E3 ag-1,1,6
aDG glyco up,0.1,-0.2
Peg3 promoter,25,15
hiPSC survival,-0.5,-0.6
TRPM1 prom inh,3,.
NR2E3 ag-2,-2,.

# Going on with the list.
19: O=C(N/N=C/c1ccc(Br)s1)c1ccncc1
20: Cc1onc(-c2ccccc2Cl)c1C(=O)c1ccccc1
21: O=C1c2ccccc2NC(c2ccc(O)cc2)N1c1ccccc1 (stereo not drawn)
22: CC1(C(=O)NCC2CC2)CCN1C(=O)C1(c2ccc(Cl)cc2)CC1 (stereo not drawn)
23: COc1cccc(/C=C/C(=O)NNC(=O)c2ccccc2)c1OC
24: Cc1ccc([N+](=O)[O-])c(OCCCN2C(=O)NC(C)(C)C2=O)c1

assay / entry,19,20,21,22,23,24
Shn3 3UTR inh,-40,.,-49,16,15,0
TWEAK Fn14 block,-9,16,1,-11,20,-6
HIF-2a inh,-6,12,-90,15,-161,-14
CF NFkB inh,-8,-1,-18,0,-8,0
KKLEB tox,-25,1,-4,2,5,4
NR2E3 ag-1,7,6,-38,6,-79,18
aDG glyco up,-0.3,-0.2,0.0,-0.5,0.0,-0.2
Peg3 promoter,-9,14,-66,12,-167,0
hiPSC survival,0.9,-0.6,0.9,3.1,-1.6,-0.3
TRPM1 prom inh,6,6,-94,.,-18,3
NR2E3 ag-2,2,3,-1,.,.,0

25: Cc1cc(C)nc(Sc2ccc(C=O)cc2[N+](=O)[O-])n1
26: CC(Oc1ccc2ccc(=O)oc2c1)C(=O)c1ccccc1 (stereo not drawn)
27: CCOC(=O)C1(Cc2cccc(OC)c2)CCCN(C(=O)CNC(C)=O)C1 (stereo not drawn)
28: O=C(c1cccc(Cl)c1)N1CCN(c2ncnc3c2cnn3-c2ccccc2)CC1
29: CCN(CC)c1ccc(NC(=O)COc2ccccc2C#N)cc1S(=O)(=O)Nc1ccc(OC)cc1
30: O=C(NCCS(=O)(=O)c1ccc(Br)cc1)c1c(F)cccc1F

assay / entry,25,26,27,28,29,30
Shn3 3UTR inh,-24,-25,-35,-25,13,-3
TWEAK Fn14 block,-11,-13,-15,11,8,5
HIF-2a inh,-8,-2,-232,3,-2,17
CF NFkB inh,-9,6,-24,-7,4,-13
KKLEB tox,-8,-3,10,-4,-1,1
NR2E3 ag-1,-24,-9,-105,12,-13,18
aDG glyco up,-0.4,0.0,0.0,0.2,-0.2,0.0
Peg3 promoter,12,5,-225,9,10,8
hiPSC survival,0.2,0.7,0.6,0.6,-2.9,0.1
TRPM1 prom inh,12,0,-64,5,11,6
NR2E3 ag-2,7,-2,2,-4,-1,4

31: O=C(/C=C/c1ccccc1O)c1ccccc1
32: CCN(CC)CCNC(C(=O)Nc1cccc(C(C)=O)c1)c1ccccc1 (stereo not drawn)
33: Cc1ccc(CSc2nnc(Cn3c(=O)sc4ccccc43)n2C)cc1
34: C[C@H](NC(=O)Cn1cncn1)c1ccccc1
35: COc1ccccc1-c1cnc(C(O)c2c(C)cccc2C)[nH]1 (stereo not drawn)
36: Cc1cc(=O)oc2c(CN3CC(C)OC(C)C3)c(O)c(Cl)cc12 (stereo not drawn)

assay / entry,31,32,33,34,35,36
Shn3 3UTR inh,-23,10,0,-9,2,46
TWEAK Fn14 block,0,-13,-9,2,12,-3
HIF-2a inh,-38,20,-3,14,5,14
CF NFkB inh,-18,-12,18,-8,-4,-8
KKLEB tox,-8,2,6,10,-1,13
NR2E3 ag-1,-21,9,-18,4,-2,-5
aDG glyco up,-0.1,0.2,0.0,-0.3,-0.1,-0.3
Peg3 promoter,-24,9,5,14,15,13
hiPSC survival,-3.9,-5.3,-0.5,2.0,12,0.9
TRPM1 prom inh,-16,9,-5,9,.,-1
NR2E3 ag-2,.,2,3,-2,.,-3

37: COc1ccccc1NC(=O)N1CCC(C(=O)c2ccc(Cl)cc2)CC1
38: CCOC(=O)C1CCN(c2ncnc3c2oc2ccc(Br)cc23)CC1
39: CCn1c2c(c3cc(C(=O)O)ccc31)CCCC2=O
40: Cn1c(CSCC(=O)Nc2ccccc2)nnc1SCc1ccccc1
41: CCOC(=O)c1c(C)nc2sc3c(c2c1-c1ccc(OC)cc1)NC(c1ccc(OC)cc1)NC3=O (stereo not drawn)
42: COCCNc1nc2c(c(=O)n(C)c(=O)n2C)n1Cc1cccc(C)c1

assay / entry,37,38,39,40,41,42
Shn3 3UTR inh,0,-13,-2,17,3,62
TWEAK Fn14 block,-1,-11,-12,-2,5,16
HIF-2a inh,5,-138,15,15,7,14
CF NFkB inh,-15,-27,-20,-8,4,-5
KKLEB tox,-3,2,10,-13,6,10
NR2E3 ag-1,2,-152,-1,-14,-24,23
aDG glyco up,0.1,0.0,-0.4,-0.1,-0.4,0.5
Peg3 promoter,8,-68,15,4,33,12
hiPSC survival,0.1,-0.6,-3.7,-0.3,1.9,0.6
TRPM1 prom inh,2,21,1,5,-2,19
NR2E3 ag-2,1,5,3,5,5,1

43: CN(C(=O)c1cccnc1)c1nc(-c2ccccc2)cs1
44: CC(C)NC(=O)/C(C#N)=C\c1ccc(N(C)C)c(Br)c1
45: CN(C(=O)COC(=O)C(Cc1ccccc1)NC(=O)c1ccccc1)c1ccccc1 (stereo not drawn)
46: CC(C)CNC(=S)Nc1ccc(S(N)(=O)=O)cc1
47: CCOC(=O)c1sc(NC(=O)CCN2CCC(C)CC2)c(C(=O)OCC)c1C
48: Cc1ccc(CNC(=O)COC(=O)CCOc2ccc(C)cc2)cc1

assay / entry,43,44,45,46,47,48
Shn3 3UTR inh,-37,-13,9,8,10,-4
TWEAK Fn14 block,-34,-7,5,12,-13,-2
HIF-2a inh,-136,-2,-2,13,-32,16
CF NFkB inh,34,9,2,13,10,3
KKLEB tox,-6,-38,1,-4,-4,10
NR2E3 ag-1,-28,6,0,-28,-14,18
aDG glyco up,0.0,0.3,-0.2,0.0,1.1,0.3
Peg3 promoter,-158,-22,-2,5,-5,-42
hiPSC survival,0.4,-1.8,-1.8,-1.8,-1.0,-0.4
TRPM1 prom inh,-46,-8,3,-4,-5,-8
NR2E3 ag-2,0,1,0,2,-1,0

49: CCOc1ccc(N(CC(=O)NC2CCCC2)C(=O)CSc2nnc(COc3ccccc3)o2)cc1
50: Cc1cc(=O)[nH]c(SCC(=O)Nc2ccc(Br)cc2)n1
51: CCOC(=O)C1=C(C)N(C)C(=O)NC1c1cccc(O)c1 (stereo not drawn)
52: Cc1ccc[n+](CC(=O)Nc2cc(C(F)(F)F)ccc2N2CCOCC2)c1

assay / entry,49,50,51,52
Shn3 3UTR inh,-16,24,17,0
TWEAK Fn14 block,-1,19,5,-2
HIF-2a inh,16,21,10,9
CF NFkB inh,-3,-7,-6,33
KKLEB tox,-5,7,-10,-5
NR2E3 ag-1,-4,-10,-1,-12
aDG glyco up,0.1,0.1,-0.3,0.5
Peg3 promoter,9,6,-3,1
hiPSC survival,-0.7,0.1,-0.5,-0.3
TRPM1 prom inh,3,8,13,9
NR2E3 ag-2,2,0,-5,5

# Not a hit list; overall some 4.4% were active at least once.
